Granule exo inh: blocks lytic granule exocytosis; TALL-104 LAMP-1 surface exposure, flow cytometry; cells stimulated with thapsigargin and PMA; inhibition, % at 10 µM; 0.66% of 360,000 active; AID 651702;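 active = inhibition above about 55%, limit read from the data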
ABCB6 inh 2: inhibitors of human ABC transporter ABCB6; Q9NP58; K562-ABCB6 porphyrin accumulation, flow cytometry, 1 h; hits give low values; fluorescence ratio to DMSO, % at 10 µM; 0.19% of 360,000 active; AID 602162;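 active = fluorescence ratio to DMSO below 75%, the collection mean minus 3 SD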;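 note: signal is porphyrin accumulated inside mitochondria; 100% equals median channel fluorescence of DMSO control wells; lower ratio means ABCB6 inhibition with less porphyrin fluorescence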
MC4R antag cAMP: human MC4R antagonism in cAMP assay. MC4R-expressing cells, MTII-stimulated cAMP, LANCE TR-FRET. AID 540295. 0.48% of 360,000 active. P32245. inhibition, % at 6.5 µM;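 active = inhibition above its plate's cutoff, the mean of tested wells on that plate plus 3 SD, cut at about 29% in these data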;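 note: 0% = Melanotan II alone and 100% = Melanotan II plus saturating MCL0020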
Target sequence (P32245 whole entry, looked up): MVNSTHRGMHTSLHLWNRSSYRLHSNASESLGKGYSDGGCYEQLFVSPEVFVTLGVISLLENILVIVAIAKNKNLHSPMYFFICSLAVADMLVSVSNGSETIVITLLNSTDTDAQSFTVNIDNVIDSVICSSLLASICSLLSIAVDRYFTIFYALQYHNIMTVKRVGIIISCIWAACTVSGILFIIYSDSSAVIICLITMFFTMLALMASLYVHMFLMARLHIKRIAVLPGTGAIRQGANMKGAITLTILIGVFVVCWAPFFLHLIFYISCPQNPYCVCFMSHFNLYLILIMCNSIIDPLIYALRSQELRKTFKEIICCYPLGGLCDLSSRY
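System – human MC4R-expressing U2OS cells · Also added – Melanotan II · Dosing – one concentration, 6.5 µM nominal · Timing – 30-min compound, 1-h challenge, 1-h detection, room temperature · Measured by – Eu-cAMP/anti-cAMP TR-FRET, emission 671 nm · Replicates – singlicate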
aDG glyco act: increases alpha dystroglycan glycosylation. Pro5-aDG cells, alpha-DG glycosylation AlphaScreen (IIH6); 0% Pro5, 100% B10-LARGE cell signal. activation, % at 10 µM. 0.22% of 360,000 active. AID 624168;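 active = activation of at least 8% versus controls, or a plate z-score of at least 8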;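 note: Pro5 are CHO cells carrying HIG-tagged alpha-DG that lacks glycosylation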
NOD2 RIPK2 PPI: blocks binding of human NOD2 to RIPK2. CHO BLA complementation NOD2-RIPK2, CCF4 ratio. inhibition, % at 4.98 µM. 0.38% of 360,000 active. O43353; in the data active = inhibition above about 21%;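 note: 0% = vehicle only and 100% = reference blocker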
Target sequence (O43353 whole entry, looked up): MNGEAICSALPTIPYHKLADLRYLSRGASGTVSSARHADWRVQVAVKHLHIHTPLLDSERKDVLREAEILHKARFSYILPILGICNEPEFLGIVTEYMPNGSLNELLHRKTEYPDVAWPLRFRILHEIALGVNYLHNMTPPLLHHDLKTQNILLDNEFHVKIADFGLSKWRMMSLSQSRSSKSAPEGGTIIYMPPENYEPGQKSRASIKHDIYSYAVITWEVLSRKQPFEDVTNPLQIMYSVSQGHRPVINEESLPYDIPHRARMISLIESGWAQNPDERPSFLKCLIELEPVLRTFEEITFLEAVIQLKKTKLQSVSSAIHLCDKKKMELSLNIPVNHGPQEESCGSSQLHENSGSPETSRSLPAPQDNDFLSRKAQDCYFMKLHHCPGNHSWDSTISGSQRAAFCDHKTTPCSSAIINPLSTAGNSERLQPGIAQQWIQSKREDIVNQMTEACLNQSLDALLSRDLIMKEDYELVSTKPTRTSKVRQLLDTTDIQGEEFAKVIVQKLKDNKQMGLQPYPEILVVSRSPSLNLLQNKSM
MC4R barr agon: activates human MC4R beta-arrestin recruitment; U2OS MC4R beta-arrestin complementation, luminescence; percent of melanotan II response, DMSO zero; activation, % at 8.9 µM; P32245; AID 540308; 0.98% of 360,000 active;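 active = activation above a per-plate cutoff, the mean activation of sample wells on that plate plus 3 SD, cut at about 8% in these data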
ABHD5 PLIN5 PPI: blocks binding of human ABHD5 to perilipin-5; inhibition, % at 4 µM; 0.78% of 360,000 active; Q00G26+Q8WTS1; Split G. princeps luciferase complementation, luminescence, 4 h;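 active = inhibition above the mean inhibition across every tested compound plus 3 SD, cut at about 22% in these data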;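 note: 0% = DMSO only wells and the 100% control is not disclosed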
TLR9-MyD88 block: TLR9-MyD88 interaction inhibition; Q9NR96+Q99836; CHO BLA complementation TLR9-MyD88, CCF4 FRET ratio; inhibition, % at 4.98 µM; 0.21% of 340,000 active;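 active = inhibition above the mean over all tested compounds plus 3 SD, cut at about 21% in these data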;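 note: 0% = DMSO only wells and 100% = clavulanate BLA inhibitor control wells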
Vif inh: blocks HIV Vif function. HEK293T cells, Vif self-association by quenched fluorescence, imaging, 24 h. inhibition, % at 7.49 µM. 0.35% of 340,000 active. AID 602346; in the data active = inhibition above about 50%, passing the limit was not always enough; note: some results filed as inactive read as strong as hits
Glyco luc inh: N-linked glycosylation inhibition. D54 ERlucT glycosylation luciferase reporter, 24 h; percent of 100 nM tunicamycin response. reporter increase, % at 12.5 µM. 0.23% of 360,000 active. AID 588692;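 active = mean luciferase reporter signal, scaled so untreated is 0 and the glycosylation-blocking control 100, at or above a set limit in every replicate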;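 note: luciferase carries N-glycosylation sites so blocking glycosylation raises the light; 0% = median of neutral control wells and 100% = median of 100 nM tunicamycin wells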
The depositor's hits bear a star; / = no result given. Some of the compounds tested (hit frequency here may not be typical).

SMILES	Granule exo inh	ABCB6 inh 2	MC4R antag cAMP	aDG glyco act	NOD2 RIPK2 PPI	MC4R barr agon	ABHD5 PLIN5 PPI	TLR9-MyD88 block	Vif inh	Glyco luc inh
COc1ccc(C)cc1NC(=O)C(OC(=O)CNC(=O)c1ccc(Oc2ccccc2)cc1)c1ccccc1 (stereo unspecified)	9	99	9	0.1	-6	-1.2	-4	-2	-13	1
N=c1n(CCN2CCCCC2)c2ccccc2n1CC(=O)c1cccc([N+](=O)[O-])c1	31	94	-4	0.2	3	11*	3	13	-6	-6
CCN(CC)C(=O)Cc1c(OC)ccc2cc(Br)ccc12	-2	100	8	0.4	-2	-1.2	4	-21	1	-5
COc1ccc(C(c2nnnn2CC2CCCO2)N2CCN(c3ccc(F)cc3)CC2)cc1 (stereo unspecified)	-2	98	0	2.6	-5	-0.4	-2	0	5	-3
Cc1ccc(CSc2nc3ccccc3cc2C=O)cc1	14	93	-24	-0.5	13	-3.5	-2	7	22	6
O=[N+]([O-])c1c(NCc2ccco2)ccc2nonc12	1	98	0	1.8	-4	-1.2	-6	/	-3	3
Cc1cc(NC(=O)CCC2COc3ccccc3O2)no1 (stereo unspecified)	5	92	13	0.1	-7	-1.6	1	5	8	0
O=C(NCc1ccccc1CN1CCCC1)C1CCN(C(=O)c2ccc(F)cc2)CC1	-10	95	7	-0.3	-13	-3.0	5	-2	4	-1
CCCCC(=O)NC1(C(F)(F)F)C(=O)N(Cc2ccco2)C(C)=C1C(=O)OC (stereo unspecified)	0	99	7	0.0	3	-0.3	11	4	0	1
O=S(=O)(Nc1ccc2c(c1)OCCO2)c1cccs1	1	104	22	-0.1	-11	-0.6	-6	-7	-17	-9
CCCCNc1nnc(CCn2nc(C)c(Br)c2C)s1	-3	99	-5	0.0	-3	1.4	4	2	14	3
COc1ccc(OCCSc2ncccn2)cc1	-1	96	-3	-0.1	-2	-1.1	5	1	-3	-5
CCc1ccc(-c2cc(C)no2)cc1S(=O)(=O)NCc1ccc(OC)c(OC)c1	-2	96	1	0.1	7	-1.2	9	-2	-9	0
Cc1ccc(CN2C(=O)N/C(=C/c3cc(C)n(-c4ccccn4)c3C)C2=O)cc1	5	99	1	-0.6	-4	0.6	6	-5	-14	-3
CC(C)(C)OC(=O)NCCCC[C@H](NC(=O)c1[nH]cnc1C(=O)N[C@@H](Cc1ccccc1)C(=O)OCc1ccccc1)C(=O)OC(C)(C)C	36	91	17	0.4	1	-0.3	3	-2	10	-3
O=C1N(CN2CCC3(CC2)OCCO3)c2ccccc2C12OCCCO2	21	113	-2	-0.2	4	1.4	0	1	6	0
Cc1cc(N/N=C/c2ccc(O)cc2)c2cccc(C)c2n1	31	98	6	-0.3	8	-0.4	1	2	-3	25
NNC(=O)c1sc2cc(C(F)(F)F)cnc2c1-c1cccnc1	-1	101	-6	0.6	2	5.4	4	-7	1	1
O=C(COCc1cc(-c2ccc3c(c2)OCO3)on1)N1CCN(c2ccc(F)cc2)CC1	1	94	9	0.1	-11	3.2	1	2	8	0
Cc1cccc(C)c1Nc1ncnc(N)c1[N+](=O)[O-]	-2	101	-3	0.0	1	-0.2	2	14	-3	3
CCOC(=O)c1c(C)c(C(=O)Nc2ccccc2)c(C)n1CC	10	103	5	0.1	-7	-1.1	0	-2	7	-1
Cc1ccc(Cn2ccc(-c3cnc(-c4ccccc4)s3)n2)cc1	-1	95	12	-0.1	14	1.0	-6	14	-21	-3
COc1ccc(Cl)cc1N(CC(=O)NC(C)(C)C)S(=O)(=O)c1ccc(C)c([N+](=O)[O-])c1	2	102	0	0.1	-1	2.1	-1	-5	-5	-2
O=C(O)CCCCCN=Cc1c(O)c2ccccc2oc1=O	1	96	11	0.4	-2	3.3	5	-13	0	-1
O=C(CCSc1ccc(Cl)cc1)N1CCN(c2ncccn2)CC1	0	96	9	0.9	6	0.6	8	11	1	1
Cc1ccccc1C(=O)N1CCC(C(=O)Nc2ccc3c(c2)OCCO3)CC1	1	136	1	0.1	-7	0.1	4	-1	-13	1
COc1ccc(/C=N/NC(=O)c2ccc(COc3cccc4cccnc34)cc2)cc1O	5	96	-2	0.0	-15	-1.6	4	5	-1	-1
CC(C)C(OC(=O)Cn1nnc2ccccc21)C(=O)NC1CCCC1 (stereo unspecified)	-6	168	0	-0.1	1	-2.3	-1	-1	0	1
Cc1ccc(C(=O)N/C(=C\c2ccc(C)o2)C(=O)O)cc1	2	95	2	0.1	-8	0.6	4	-11	-6	-1
O=C1CC(NNC(=O)c2ccccc2)C(=O)N1 (stereo unspecified)	-4	100	10	-0.1	-5	-0.1	3	-22	-13	0
COc1ccccc1N1C(=NC(=O)C2CCCCC2)SC2CS(=O)(=O)CC21 (stereo unspecified)	1	99	4	-0.1	1	-2.7	0	0	3	0
S=C(Nc1ccccc1Cl)N(Cc1ccccc1)Cc1ccccn1	5	100	19	0.2	9	-0.1	-10	2	-2	0
COc1ccccc1NC(=O)Nc1nc(CC(=O)N2CCN(c3ccccc3)CC2)cs1	-2	96	3	1.3	-4	0.3	-11	8	-11	-2
CN1CCN(/C=C(\C#N)S(=O)(=O)c2ccc(Cl)cc2)CC1	-2	102	9	0.2	-1	-1.0	-6	-13	-13	0
CCCCOCC1CN(c2ccccc2)C(=O)CS1 (stereo unspecified)	5	96	6	1.5	-10	-1.8	1	-12	/	/
COc1cccc(C(=O)Nc2ccc(-c3nc4ccccc4o3)c(O)c2)c1	3	100	-1	0.3	-8	11*	-4	2	/	2
COc1ccc(CCNc2cc(C)nc3c(-c4ccccc4OC)cnn23)cc1OC	-5	97	20	-0.1	-1	0.8	-4	-12	-4	-4
CN(CCOc1ccccc1)C(=O)c1cc(S(=O)(=O)N2CCCCC2)ccc1Cl	20	95	13	0.6	-5	-4.0	-8	-2	1	-1
O=C(N[C@H](CO)c1ccccc1)[C@H]1O[C@@H](n2ccc(=O)[nH]c2=O)[C@H](O)[C@@H]1O	1	105	/	0.0	1	/	-6	/	-1	2
O=C(NC1CC1)c1cc(=S)[nH]c2ccccc12	-4	97	0	0.0	5	-1.5	-4	-3	27	2
CCOC(=O)c1c(C)nn(-c2ncccc2NC(=O)NC(C)C)c1C	-7	91	3	-0.1	-5	-1.7	-4	8	-1	0
CN(C)C(=O)C(OC(=O)c1ccc2ccccc2n1)c1ccccc1 (stereo unspecified)	-1	96	9	0.1	-12	-2.5	1	1	-4	1
N#Cc1ccc(-c2cccnc2)nc1SCc1ccc(Cl)c(Cl)c1	0	102	-35	0.2	-5	7.6	4	-2	-2	-4
CC(C)C[C@H](NC(=O)OC(C)(C)C)c1nnc(SCC(=O)Nc2ccc(Br)cc2)o1	0	112	2	0.0	3	8.3*	-1	-7	-1	0
CNC(=O)CSCc1c(F)cccc1Cl	0	95	-7	-0.1	5	0.1	-4	2	-17	0
CC(C)Cc1cc(C(=O)N2CCCC(CO)(Cc3ccc(F)cc3F)C2)n[nH]1 (stereo unspecified)	-3	91	10	0.1	0	-3.1	-1	4	-2	0
COc1ccc(C(=O)NCC(=O)n2nc(C)cc2C)cc1OC	-1	98	2	0.0	-1	-3.3	4	6	-19	2
CCCS(=O)(=O)NCc1cn2cccc(C)c2n1	6	92	12	-0.2	-4	0.0	13	3	9	1
Cc1ccc(NC(=O)CN(C)C2CCCCC2)cc1Cl	14	95	0	0.3	4	2.3	-1	-8	0	-1
O=C(Nc1cc([N+](=O)[O-])ccc1F)c1ccc2ccccc2c1	-8	98	-7	0.1	4	6.1	6	-2	0	0
CC(=O)Nc1ccc(C(=O)OCc2ccccc2Cl)cc1	-1	97	9	0.0	7	-2.6	2	0	1	-3
CCOc1ccc(NC(=O)C2CCCN(C(=O)Nc3ccccc3)C2)cc1 (stereo unspecified)	-2	100	1	0.0	-6	-0.2	2	0	10	2
O=C(NCc1cccnc1)c1ccc2c(c1)C(=O)N(Cc1ccccc1)C2=O	1	90	3	-0.4	-20	-2.4	-1	-4	16	1
CCC(=O)N1CCN=C1SCc1cccc(F)c1	0	98	2	-0.4	0	-2.1	0	-1	0	0
COc1ccccc1CNC(=O)c1ccc(OC(F)F)c(OC)c1	3	104	14	0.4	-1	-3.5	-4	-11	/	0
Cc1ccc(NCC(=O)N/N=C/c2c[nH]c3ccccc23)cc1	-1	97	11	0.2	-12	1.0	2	7	1	2
COc1ccccc1CNC(=S)NC1CCCCC1	-4	100	7	0.1	3	-1.0	2	10	-1	1
CC(C)C(N)c1csc(Nc2ccc(C(=O)N(C)Cc3ccccc3)cn2)n1 (stereo unspecified)	2	87	-2	0.6	-6	-0.1	7	/	7	2
COc1ccc(OC)c2c(C)cc(N3CCN(C(=O)c4ccc(F)cc4)CC3)nc12	2	100	-3	0.3	-5	2.1	9	-3	/	0
Cc1nc(NCC2CCCO2)c2nnn(Cc3ccccc3Cl)c2n1 (stereo unspecified)	-3	98	3	-0.2	-8	1.0	4	-7	1	0

Complete entries as entered above. Order of values: Granule exo inh | ABCB6 inh 2 | MC4R antag cAMP | aDG glyco act | NOD2 RIPK2 PPI | MC4R barr agon | ABHD5 PLIN5 PPI | TLR9-MyD88 block | Vif inh | Glyco luc inh
N#Cc1ccc(-c2cccnc2)nc1SCc1ccc(Cl)c(Cl)c1 in the list: 0 | 102 | -35 | 0.2 | -5 | 7.6 | 4 | -2 | -2 | -4
CC(C)Cc1cc(C(=O)N2CCCC(CO)(Cc3ccc(F)cc3F)C2)n[nH]1 (stereo unspecified) in the list: -3 | 91 | 10 | 0.1 | 0 | -3.1 | -1 | 4 | -2 | 0
CCC(=O)N1CCN=C1SCc1cccc(F)c1 in the list: 0 | 98 | 2 | -0.4 | 0 | -2.1 | 0 | -1 | 0 | 0

Remaining list, next part:
SMILES	Granule exo inh	ABCB6 inh 2	MC4R antag cAMP	aDG glyco act	NOD2 RIPK2 PPI	MC4R barr agon	ABHD5 PLIN5 PPI	TLR9-MyD88 block	Vif inh	Glyco luc inh
CC1=CC=CN2C1=NC(=O)CC2(C)C(=O)N(CC(=O)NC1CCCC1)c1ccccc1C (stereo unspecified)	-2	100	2	-0.2	-12	-2.8	-3	4	-1	1
C=CCn1c(COc2ccc(Cl)cc2)nnc1SCC(=O)N/N=C/c1ccccc1	1	98	-1	0.2	-4	2.5	4	-4	-9	0
O=C(COc1cccnc1[N+](=O)[O-])Nc1cc(Cl)ccc1Cl	4	95	8	0.1	-11	-1.3	-3	3	6	1
CCN(c1ccccc1)S(=O)(=O)c1cccc(C(=O)OCC(=O)Nc2ccc(NC(C)=O)cc2)c1	-1	96	4	0.3	0	-1.8	3	-4	1	-1
O=C(CSc1nc2ccccc2s1)NC1CCS(=O)(=O)C1 (stereo unspecified)	2	103	7	0.9	-6	2.3	0	-2	0	1
c1cc2cc(-c3c(-c4ccc5c(c4)OCO5)noc3-c3ccsc3)ccc2[nH]1	-2	86	20	0.3	-4	-1.0	4	-2	8	-1
COc1ccccc1N1CCN(S(=O)(=O)CCNC(=O)C23CC4CC(CC(C4)C2)C3)CC1	0	93	18	0.8	2	-4.0	-2	7	-7	-1
CSc1ccc(/C=C(\C(=O)O)c2ccc(S(=O)(=O)N3CCCCC3)s2)cc1	6	98	7	0.4	0	3.1	11	1	-7	3
COc1ccc(-n2ccc(=O)c(C(=O)O)n2)c(OC)c1	4	94	3	-0.1	-3	-1.8	3	5	-1	0

Source: PubChem BioAssay
